STEP block = blocks human striatal-enriched tyrosine phosphatase; recombinant STEP, OMFP fluorogenic substrate, fluorescence; inhibition, % at 20 µM; hit rate 0.25% among 360,000;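 active means inhibition at 20 µM, scaled per plate between control wells, above about 37%, limit read from the data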;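 further: 0% = DMSO with enzyme and substrate and 100% = substrate only without enzyme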
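System: STEP phosphatase, cell-free reaction; Buffer or medium: Bis-Tris pH 6.0 buffer with DTT, detergent; Incubation: 20 min at room temperature, dark; Measured by: fluorescence, 480/540 nm.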
SUMO1-SIM PPI = SUMO1-SIM interaction modulation | SUMO1 binding to a labelled peptide, TR-FRET, 1 h | inhibition, % at 20 µM | hit rate 0.33% among 360,000 | AID 602429; in the data active means inhibition above about 37%
Target sequence (P63165 whole entry, looked up): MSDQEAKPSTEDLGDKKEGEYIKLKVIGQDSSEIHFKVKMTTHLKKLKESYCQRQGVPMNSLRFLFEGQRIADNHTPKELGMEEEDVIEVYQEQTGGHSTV
SKN-1 block = inhibitors of C. elegans SKN-1 | C. elegans VP596 Pgst-4::GFP/RFP ratio, acrylamide-induced, 24 h | inhibition, % at 21.8 µM | hit rate 0.49% among 360,000 | AID 624304;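 active means interference check ratio from 0.5 to 1.5 plus GFP to RFP signal ratio inhibition reaching or exceeding a fixed threshold, cut at about 30% in these data, passing the limit was not always enough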; further: some compounds called inactive have numbers as strong as hits
NadD inh = inhibitors of Staphylococcus aureus NadD. purified NadD enzyme, colorimetric absorbance read-out. inhibition, % at 20 µM. hit rate 0.78% among 360,000; in the data active means inhibition above about 26%; further: some compounds past the cut are filed as inactive
TbMetRS inhib = Trypanosoma brucei MetRS inhibition; purified T. brucei MetRS, ATP depletion, Kinase-Glo luminescence; inhibition, % at 11.9 µM; hit rate 0.4% among 360,000;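 active means inhibition above a per-plate cutoff of the control wells' mean inhibition plus 3 SD, cut at about 5.5% in these data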;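 further: 0% = DMSO wells median and 100% = median of wells with control inhibitor compound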
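Material – parasite MetRS enzyme · Medium – HEPES-MgCl2-KCl buffer plus DTT, spermine, BSA, pyrophosphatase · Reagent – ATP, methionine and E. coli bulk tRNA substrates · Times – 15 min enzyme-compound preincubation, 2 h reaction, 10 min detection, 25 °C · Measured by – luminescence of leftover ATP · Evaluation – percent inhibition relative to median high and low control wells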
DNMT1 block = blocks human DNA methyltransferase DNMT1. inhibition (reported as % activation of signal), % at 10 µM. DNMT1 molecular beacon, Hinp1I cleavage, fluorescence. P26358. hit rate 0.83% among 360,000. AID 588458; in the data active means inhibition above about 50%
Neddylation inh = blocks human cullin neddylation. TR-FRET cullin neddylation, biochemical. calls only at 25 µM. hit rate 0.58% among 360,000. P61081+Q13564; in the data active means inhibition above about 36%
Target sequence (P61081 whole entry, looked up): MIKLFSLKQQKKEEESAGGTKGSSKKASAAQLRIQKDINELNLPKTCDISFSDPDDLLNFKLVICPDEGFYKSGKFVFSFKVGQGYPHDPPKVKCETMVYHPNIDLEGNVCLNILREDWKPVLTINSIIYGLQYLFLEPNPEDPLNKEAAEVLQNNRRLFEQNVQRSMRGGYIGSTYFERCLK
Target sequence (Q13564 whole entry, looked up): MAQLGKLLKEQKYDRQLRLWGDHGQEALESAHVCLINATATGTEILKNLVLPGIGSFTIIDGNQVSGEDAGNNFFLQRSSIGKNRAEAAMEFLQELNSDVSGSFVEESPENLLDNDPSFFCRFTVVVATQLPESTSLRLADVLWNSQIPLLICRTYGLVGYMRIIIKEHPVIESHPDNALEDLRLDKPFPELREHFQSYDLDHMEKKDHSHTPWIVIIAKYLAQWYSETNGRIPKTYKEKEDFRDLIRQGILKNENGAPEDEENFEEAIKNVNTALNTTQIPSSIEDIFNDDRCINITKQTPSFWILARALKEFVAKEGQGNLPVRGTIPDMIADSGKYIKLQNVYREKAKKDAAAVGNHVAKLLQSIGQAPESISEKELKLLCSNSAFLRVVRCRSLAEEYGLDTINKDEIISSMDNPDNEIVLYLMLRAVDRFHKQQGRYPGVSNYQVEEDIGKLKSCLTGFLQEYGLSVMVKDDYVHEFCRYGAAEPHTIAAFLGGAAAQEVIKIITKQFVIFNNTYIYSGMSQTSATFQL
NRP1-CendR mod = NRP-1/CendR interaction modulation. O14786. FAM-RPARPAR peptide binding to NRP-1, fluorescence polarization. inhibition, % at 25 µM. hit rate 0.85% among 360,000. AID 602438;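 active means inhibition or corrected inhibition above about 18%, plus a signal ratio from 0.5 to 1.5, limit read from the data, passing the limit was not always enough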; further: strong numbers were not always called active
Scp1 inh = Scp-1 (human) phosphatase inhibition; Q9GZU7; Recombinant Scp1, phosphopeptide, malachite green phosphate absorbance; inhibition, % at 20 µM; hit rate 0.88% among 340,000;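 active means inhibition above about 50% at 20 µM, limit read from the data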;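 further: plate controls were DMSO wells with enzyme for no effect and wells lacking enzyme for full effect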
Target sequence (Q9GZU7 76-261 limits assumed): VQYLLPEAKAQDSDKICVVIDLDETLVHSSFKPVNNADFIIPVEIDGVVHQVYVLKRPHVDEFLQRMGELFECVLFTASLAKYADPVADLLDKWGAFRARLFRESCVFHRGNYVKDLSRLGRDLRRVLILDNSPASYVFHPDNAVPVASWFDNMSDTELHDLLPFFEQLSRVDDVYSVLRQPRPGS
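Material – SCP-1 phosphatase catalytic domain, residues 76-261 · Buffer or medium – Acidic Tris acetate buffer with magnesium and detergent · Also added – Phospho 17-mer peptide substrate · Compound – single 20 µM dose, 1% DMSO · Times – 45 min room-temperature reaction, 5 min colour, 30 min stabiliser · Technique – Phosphate-binding colour reagent, absorbance read at 630 nm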
LMPTP inh = blocks human LMPTP phosphatase | P24666 | recombinant LMPTP-A, OMFP fluorogenic substrate, fluorescence intensity | inhibition, % at 20 µM | hit rate 0.22% among 360,000 | AID 651560;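 active means compounds that cut the enzyme signal by at least half of the control window in the single-dose screen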;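 further: plate controls were DMSO wells with enzyme plus substrate for no effect and substrate without enzyme for full effect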
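Buffer or medium: Bis-Tris pH 6.0, DTT, detergent; Assay system: LMPTP-A enzyme; Quantity: 0.625 nM enzyme; Detection: endpoint fluorescence intensity; Times: 50 min dark incubation at room temperature; Controls: substrate-only low control, DMSO enzyme-plus-substrate high control; Doses: single 20 µM dose; Read-out: percent inhibition versus substrate-only and uninhibited controls; Reagent: 400 µM OMFP.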
An asterisk follows results filed as active; i = inactive; / = no result given.

SMILES	STEP block	SUMO1-SIM PPI	SKN-1 block	NadD inh	TbMetRS inhib	DNMT1 block	Neddylation inh	NRP1-CendR mod	Scp1 inh	LMPTP inh
CN(CCc1ccccc1)C(=O)c1ccc(NC(=O)Cc2ccc(NC(=O)C3CCN(C(=O)C4CC4)CC3)cc2)cc1	1	2	-9	2	-2.8	4	i	-9	-4	-0.8
Cc1cnc(C(=O)OCC(=O)N(Cc2ccccc2)C(C)C)cn1	-2	-3	3	2	-0.4	3	i	-4	-1	-1.0
O=C(COc1ccc2ccccc2c1)NNC(=O)Nc1ccccc1F	-1	1	-8	1	0.3	7	i	9	31	39
OCC1(Cc2ccc(Cl)cc2)CCN(Cc2ccccc2F)CC1	0	-1	-14	-4	-1.2	4	i	2	-2	0.2
Cc1nnc(SCC(=O)Nc2c(C)n(C)n(-c3ccccc3)c2=O)n1Cc1ccccc1	-3	1	9	-1	0.0	-6	i	4	-4	-0.9
Cc1ccc2c(c1)N(CC(=O)NC1CCCCC1)C(=O)c1cccnc1O2	0	2	0	-4	-0.7	1	i	12	2	-0.6
O=C(N[C@@H]1C/C=C\C[C@H](CC(=O)N(CCO)Cc2ccccc2)C(=O)N[C@@H](Cc2ccccc2)COC1=O)OCC1c2ccccc2-c2ccccc21	1	7	19	13	0.0	29	i	-21	-8	2.7
O=C(CCC(=O)Nc1cccc([N+](=O)[O-])c1)NCc1ccccc1	-2	-18	5	-2	0.6	3	i	4	-9	-0.7
COc1cccc2cc(C(=O)Nc3ccccc3C)/c(=N/O)oc12	-1	0	-5	-4	-0.3	7	i	-4	-1	-0.4
CCN1C(=O)C(CC(=O)Nc2ccc(F)cc2)N(CCCN2CCN(c3ccc(F)cc3)CC2)C1=S (centres undefined)	0	-5	-16	-1	-0.1	-9	i	-1	-3	1.0
Cc1ccc(C(CC(=O)O)NC(=O)CN2C(=O)c3ccccc3C2=O)cc1 (centres undefined)	-3	-7	-2	3	0.0	-2	i	-3	-7	-0.9
COc1ccc(CNC(=O)c2ccccc2C(=O)O)cc1	-2	-4	-2	-3	-0.3	0	i	-8	-1	-1.8
Cc1cc(/C=C\c2ccc3cc(N(C)C)ccc3[n+]2C)c(C)n1-c1ccccc1	15	0	76	74*	-0.5	54*	i	-133	43	78*
COc1ccc(C(=O)NC(C(=O)NCc2ccccn2)C(C)C)cc1 (centres undefined)	-2	1	-19	3	-1.2	3	i	2	5	-0.9
CCCCCCSc1nc(O)c(C2OC(=O)c3c2ccc(OC)c3OC)c(=O)n1-c1ccccc1 (centres undefined)	4	12	16	9	-0.1	11	i	-58	-11	-0.7
O=C(COc1ccc(Cl)cc1)N(Cc1ccccc1)c1ccccn1	-2	5	-16	-4	-0.3	3	i	6	-2	0.9
O=C(OCc1ccccc1)N1CCC2CC1c1cc(N3CCN(S(=O)(=O)c4cccc5ccccc45)CC3)ccc12 (centres undefined)	4	3	13	19	1.0	6	i	10	/	3.5
O=C(O)C(Oc1ccc2cc(-c3ccc(Cl)cc3)c(=O)oc2c1)c1ccccc1 (centres undefined)	2	0	9	6	-0.8	2	/	-2	-8	-1.1
CC1CCCC(C)N1CCCNC(=O)c1ccc2c(c1)NC(=O)c1ccccc1S2 (centres undefined)	-2	-31	3	-1	-0.2	-10	i	7	-2	-2.9
CC1Cc2ccccc2N1C(=O)c1ccnc(C(C)(C)C)c1 (centres undefined)	1	-1	10	-2	0.4	-2	i	-20	0	-0.6
CCCN(CCC)CCCNC(=O)C1c2cc(OC)c(OC)cc2C(=O)N(C)C1c1cccnc1 (centres undefined)	-3	2	-5	0	-0.5	7	i	9	6	-2.1
COc1ccc(NC(=O)/C(=C\c2ccco2)NC(=O)c2ccco2)cc1	-1	-7	5	1	0.0	-2	i	-31	-10	0.1
COc1ccc(-c2nc3ccncc3[nH]2)cc1OC	-2	-1	13	-3	-0.8	4	/	4	0	23
COc1c(C)cccc1C(=O)Nc1ccc(N2CCN(C(=O)c3ccccc3C)CC2)cc1	0	2	-3	4	-0.4	1	i	-5	-4	0.7
COc1cc(OC)cc(-c2c(-c3cccs3)c3cc(-c4ccc5c(c4)OCO5)ccc3n2C)c1	1	-15	-7	7	-0.3	3	i	10	-20	2.0
CCOc1ccc(/C=N/NC(=O)CN2CCCCC2)cc1OCC	-2	-9	7	-6	-0.1	0	i	12	-2	-0.9
O=C(Nc1cccc(Cl)c1)c1csc(-c2ccccc2)n1	0	-1	5	-7	-0.6	0	i	6	-17	3.6
C=CCN1C(=O)C2(OCCCO2)c2c(C)ccc(C)c21	-3	0	-2	5	-0.5	1	i	9	0	-0.5
CCC(C)NC(=O)C1CN(S(=O)(=O)c2ccccc2)CCN1S(=O)(=O)c1ccccc1 (centres undefined)	2	3	-3	4	-0.2	-1	i	3	0	-2.1
Cc1c(C(=O)N2CCC(C)CC2)sc2ncnc(N(C)c3ccccc3)c12	2	2	-4	-10	-1.5	-3	i	0	-11	1.6
Cc1cc(-c2ccco2)n(CC(=O)NCc2ccco2)n1	-1	-1	-7	1	0.3	3	i	-14	4	-0.5
CCOc1ccc(CN2CCCC(N3CCN(c4ccc(OC)cc4)CC3)C2)cc1 (centres undefined)	1	3	10	-3	-2.1	4	i	-8	-4	-0.9
CCCCSc1ncnc2c1ncn2C1CCCCO1 (centres undefined)	-3	1	19	-7	-0.3	2	i	7	-2	-0.6
CCc1cccc(NC(=O)CCNS(=O)(=O)c2ccc3c(c2)oc(=O)n3C)c1	-3	2	14	1	0.0	0	i	-4	-3	-1.0
COc1ccc(CCN2CC(C(=O)N(C)Cc3c(C)n[nH]c3C)CCC2=O)cc1 (centres undefined)	-2	2	0	5	0.5	-1	i	4	-5	0.1
COCCN=C1Sc2nc3c(C)cccc3cc2CN1Cc1ccco1	2	-2	23	23	0.7	-4	i	-9	11	2.9
COc1ccc(NC(=O)c2cc(C3CC3)nc3c2cnn3C(C)C)cc1OC	-3	5	-11	-8	-0.6	3	i	-3	3	0.1
Cc1ccc(N2CC(C(=O)Nc3ccccn3)CC2=O)cc1 (centres undefined)	-3	0	13	-3	-0.6	3	i	2	0	1.3
c1ccc2c(c1)[nH]c1ccncc12	2	5	-11	3	0.0	10	i	11	-3	19
CC(C)CCC1CC(CSC(=N)N)OC1=O (centres undefined)	-1	1	-23	-2	-0.8	3	i	4	5	-1.3

In the list so far, these have fluorine:
SMILES	STEP block	SUMO1-SIM PPI	SKN-1 block	NadD inh	TbMetRS inhib	DNMT1 block	Neddylation inh	NRP1-CendR mod	Scp1 inh	LMPTP inh
O=C(COc1ccc2ccccc2c1)NNC(=O)Nc1ccccc1F	-1	1	-8	1	0.3	7	i	9	31	39
OCC1(Cc2ccc(Cl)cc2)CCN(Cc2ccccc2F)CC1	0	-1	-14	-4	-1.2	4	i	2	-2	0.2
CCN1C(=O)C(CC(=O)Nc2ccc(F)cc2)N(CCCN2CCN(c3ccc(F)cc3)CC2)C1=S (centres undefined)	0	-5	-16	-1	-0.1	-9	i	-1	-3	1.0

New compounds follow.
SMILES	STEP block	SUMO1-SIM PPI	SKN-1 block	NadD inh	TbMetRS inhib	DNMT1 block	Neddylation inh	NRP1-CendR mod	Scp1 inh	LMPTP inh
CN(C)CC(C)(C)CNC(C(=O)Nc1ccc(Cl)cc1C(F)(F)F)c1ccccc1 (centres undefined)	-5	-1	-9	-11	-0.7	1	i	1	0	-2.9
Cc1ccc(C)c(-c2cc(C(=O)NCc3cccs3)c3ccccc3n2)c1	6	-2	9	-6	-1.1	-5	i	-8	-2	1.8
CNC(=S)N(CCc1c(C)[nH]c2ccccc12)Cc1cccnc1	0	-8	4	-4	0.3	1	i	5	-3	-0.8
COc1ccc(S(=O)(=O)NC(=O)C2(C)CCN2C(=O)Cc2cc(F)ccc2F)cc1 (centres undefined)	-1	-1	1	-2	-0.1	2	i	-3	/	-3.1
CC(C)=C[C@H]1C[C@H](C)[C@H]2CC[C@H](C)c3c(O)c(O[C@H]4OC[C@H](O)[C@@H](O)[C@@H]4O)c(C)c1c32	1	2	4	-2	-1.5	-5	i	-3	/	1.9
COc1ccc(-c2cc(C(=O)NCc3cccc(Cl)c3)[nH]n2)c(C)c1	0	-2	16	-3	-0.2	2	i	3	/	0.5
CCCc1nnc(SCC(=O)N2CCCC2)n1Cc1ccco1	1	-1	0	-4	-0.6	4	i	6	-2	-2.3
Cc1ccccc1S(=O)(=O)Cc1ccc(C(=O)NC2CCCCC2C)o1 (centres undefined)	0	0	5	-6	-0.1	3	i	19	-9	-0.8
COCCNC(=S)Nc1cccc2cnccc12	-6	-3	-5	4	0.0	-4	i	4	-4	-0.5
Cc1ccccc1C(=O)NC(NC(=O)c1ccccc1C)c1cccc([N+](=O)[O-])c1	-1	3	-2	-7	0.4	9	i	1	-5	-0.9
CNc1oc(-c2ccc(Cl)cc2)nc1C#N	-2	-7	18	3	0.0	3	/	9	-11	0.5
CC1(C(=O)Nc2ccccc2Br)CCN1C(=O)Cc1ccccc1Cl (centres undefined)	-5	-1	-6	4	0.0	2	i	-6	/	1.1
O=C(COC(=O)CCS(=O)(=O)c1ccc(Cl)cc1)NCCc1ccccc1	-2	0	-1	-6	-0.6	2	i	5	-11	-2.3
Cc1ccc(OCc2nn3c(-c4ccco4)nnc3s2)cc1	4	1	6	5	-1.1	3	i	-3	-2	-0.3
CCOC(=O)Cn1nc(-c2ccccc2)c(-c2ccccc2)nc1=O	-1	-42	-2	1	-1.2	1	i	7	-8	1.2
O=C1CCCN1CCCNCC(O)c1ccccc1 (centres undefined)	-1	1	4	4	0.3	-2	i	13	-9	-1.4
CN1CC=C2C(C#N)=C(N)C(C#N)(C#N)C(c3cccc(Cl)c3Cl)C2C1 (centres undefined)	-2	-13	7	-4	-1.0	-12	i	17	-4	0.7
O=C(NCc1ccccc1)C1=C[C@H](c2ccc3c(c2)OCO3)C[C@H](OCCCCO)O1	3	5	18	0	0.1	-3	i	6	-8	2.4
O=C(NC1CCCc2ccccc21)C1CCCO1 (centres undefined)	0	2	-1	9	0.6	0	i	-17	3	-1.5
COc1ccc(OC)c(NC(=O)c2ccccc2OC(C)=O)c1	-1	5	5	-6	-0.1	3	i	9	-8	0.9
O=C(NCCc1ccc(C(F)(F)F)cc1)C1CCC(=O)N(CCc2cccc(F)c2)C1 (centres undefined)	-3	4	4	-2	0.0	1	i	15	-14	0.9
CCN(CC)S(=O)(=O)c1cccc(NC(=O)COc2ncnc3sccc23)c1	0	0	6	2	0.6	-7	i	-9	3	-0.1

Source: PubChem (several laboratories)
